PPARg SRC3 recr: PPARgamma agonists recruiting SRC-3 coactivator, primary screen, biochemical | Peroxisome proliferator-activated receptor gamma (Homo sapiens), P37231 | biochemical PPARgamma/SRC-3 coactivator recruitment assay | activation, % at 8 µM | actives 0.26% (n = 200,000) | AID 731, 2007; in the data active = activation above about 23%;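 note: 0% = DMSO and 100% = reference agonist; some compounds past the cut are filed as inactive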
STAT1 blocker: STAT1 signaling inhibitors, primary screen, cell-based, HTS, luciferase reporter; actives 0.35% (n = 200,000); AID 920, 2007; NIH 3T3 STAT1-luciferase reporter, IFN-gamma, luminescence; inhibition, % at 5.5 µM;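 active = inhibition above a set limit, the mean inhibition across all tested compounds plus 3 SD, cut at about 34% in these data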;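 note: 0% = IFN-gamma with DMSO and 100% = IFN-gamma with 300 µM nifuroxazide; values of inactives mirror those of a sister screen read the other way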
PPARg SRC2 recr: agonists of PPARg-SRC-2 recruitment, primary screen, biochemical, HTS. Peroxisome proliferator-activated receptor gamma (Homo sapiens), P37231. PPARgamma LBD-SRC-2 recruitment. activation, % at 8 µM. actives 0.34% (n = 200,000); in the data active = activation above about 22%;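 note: 0% = vehicle and 100% = reference agonist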
bIAP inh: bovine intestinal alkaline phosphatase inhibitors, primary screen, selectivity assay for TNAP inhibitor project, biochemical, bovine IAP, CDP-star luminescence | alkaline phosphatase, intestinal [Bos taurus] | purified bovine IAP, 30 min | inhibition, % at 20 µM | 190,000 tested, under 10 active;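 active = over 50% inhibition of intestinal alkaline phosphatase at 20 µM in the single-dose screen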
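System: Purified bovine intestinal alkaline phosphatase (IAP) enzyme | Input: IAP diluted 1/65,000,000 in the well | Also added: CDP-star chemiluminescent phosphatase substrate, 30 µM final | Dosing: 20 µM single dose | Times: Enzyme reaction for 30 min at room temperature | Detection: Luminescence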
ROMK primary: ROMK potassium channel modulators, primary screen, cell-based, thallium flux, MLSMR library | Tet-inducible ROMK, thallium flux fluorescence; actives lie on both sides | AID 1918, 2009 | B-score at 10 µM | actives 2% (n = 130,000) | ATP-sensitive inward rectifier potassium channel 1 (Homo sapiens), P48048;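 active = signal ratio slope over the read window, or its plate-corrected B-score, at least 3 SD from the plate mean, either direction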;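 note: B-score of the F/F0 ratio slope over 7 to 12 s after thallium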
Target sequence (P48048 whole entry, looked up): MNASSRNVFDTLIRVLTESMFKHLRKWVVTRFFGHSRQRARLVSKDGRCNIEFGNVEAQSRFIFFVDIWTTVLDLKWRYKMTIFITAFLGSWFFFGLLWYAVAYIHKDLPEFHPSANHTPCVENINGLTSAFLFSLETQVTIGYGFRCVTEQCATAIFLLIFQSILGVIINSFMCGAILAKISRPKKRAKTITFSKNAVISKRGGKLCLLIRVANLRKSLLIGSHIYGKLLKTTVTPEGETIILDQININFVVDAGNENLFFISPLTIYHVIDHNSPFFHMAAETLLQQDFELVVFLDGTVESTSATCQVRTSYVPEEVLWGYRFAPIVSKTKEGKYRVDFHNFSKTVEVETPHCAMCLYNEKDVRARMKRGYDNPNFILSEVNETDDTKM
TR-FRET SRC-2 ct: TR-FRET signal artefacts, primary screen, artefact control for PPARgamma SRC-2 agonist project, biochemical. TR-FRET artefact counter-screen; active compounds read high. AID 1049, 2008. TR-FRET ratio at 8 µM. actives 0.4% (n = 200,000); in the data active = TR-FRET ratio above about 2000; note: inactives centre near 1500
bIAP activator: bovine intestinal alkaline phosphatase activators, primary screen, biochemical, bovine IAP, CDP-star luminescence | alkaline phosphatase, intestinal [Bos taurus] | activation factor at 20 µM | AID 1016, 2008 | actives 0.17% (n = 200,000) | purified bovine IAP, 30 min; active compounds read high; fold of DMSO-control signal, blank-subtracted;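 active = activation factor of 2 or more at 20 µM, a signal rise over negative controls twice the positive control's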
PPARg SRC-1 ag: PPARgamma agonists recruiting SRC-1 coactivator, primary screen, biochemical; Peroxisome proliferator-activated receptor gamma (Homo sapiens), P37231; PPARgamma-SRC-1 coactivator recruitment biochemical assay; activation, % at 8 µM; actives 0.41% (n = 200,000); AID 631, 2007; in the data active = activation above about 19%;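 note: 0% = DMSO and 100% = reference agonist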
STAT3 act: IL-6 driven STAT3 reporter potentiators, primary screen, U3A cells, luciferase, luminescence, MLSCN library. IL-6 STAT3-luciferase reporter; 100% = signal with IL-6 EC80 alone. actives 0.91% (n = 190,000). activation (% of control), % at 5.6 µM;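 active = activation above the screen-wide mean of compound activation plus 3 SD, cut at about 130% in these data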;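 note: 0% = background luminescence of wells with medium and substrate only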
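Detection: reporter luminescence signal / Assay system: STAT1-lacking human U3A cells, STAT3 luciferase reporter / Incubation: compound pre-incubation 1 h before IL-6, then 6 h stimulation at 37 °C / Control set: IL-6-only high control / Read-out: % activation relative to IL-6 control / Probe or stimulus: Interleukin-6, 33 ng/mL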
TNAP act hi DEA: TNAP activators at high phosphate acceptor level, primary screen, biochemical, luminescence, uHTS. AID 1136, 2008. 200,000 tested, under 10 active. purified TNAP, CDP-star luminescence, 1 M DEA, 30 min; active compounds read high; 0 = EDTA background, 1 = DMSO-only activity. Alkaline phosphatase, tissue-nonspecific isozyme (Homo sapiens), P05186. activation factor at 20 µM;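 active = activation factor at least 2 at 20 µM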
Target sequence (P05186 whole entry, looked up): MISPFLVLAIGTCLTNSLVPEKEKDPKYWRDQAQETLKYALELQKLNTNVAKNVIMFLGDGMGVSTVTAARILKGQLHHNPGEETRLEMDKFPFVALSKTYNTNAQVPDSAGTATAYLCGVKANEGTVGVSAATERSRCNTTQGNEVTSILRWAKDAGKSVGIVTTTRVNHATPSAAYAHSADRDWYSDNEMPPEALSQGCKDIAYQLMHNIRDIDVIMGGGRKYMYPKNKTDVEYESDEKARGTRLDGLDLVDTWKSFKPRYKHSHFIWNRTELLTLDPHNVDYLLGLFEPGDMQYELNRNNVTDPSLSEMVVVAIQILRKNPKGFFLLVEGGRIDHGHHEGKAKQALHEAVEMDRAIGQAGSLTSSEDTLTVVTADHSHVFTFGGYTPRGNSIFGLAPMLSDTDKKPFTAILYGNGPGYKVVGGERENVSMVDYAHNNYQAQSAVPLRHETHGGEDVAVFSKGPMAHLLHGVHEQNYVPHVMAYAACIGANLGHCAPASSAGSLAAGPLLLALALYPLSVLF
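Control set: EDTA negative control, DMSO positive control / Assay system: human TNAP / Quantity: TNAP 1/800 final / Evaluation: TNAP activation factor scaled between EDTA and DMSO control wells / Measured by: luminescent substrate turnover signal / Compound dosing: one dose, 20 µM / Times: 30 min enzyme reaction at room temperature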
STAT3 inh: IL-6 driven STAT3 reporter inhibitors, primary screen, U3A cells, luciferase, luminescence, MLSCN library | IL-6 STAT3-luciferase reporter; host cell line lacks STAT1 | inhibition, % at 5.5 µM | actives 0.89% (n = 190,000);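 active = inhibition above the mean inhibition across all screened compounds plus 3 SD, cut at about 44% in these data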;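 note: 0% = DMSO only wells and 100% = 100 µM nifuroxazide control wells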
Numbers without * were called inactive; · = no result given.

SMILES	PPARg SRC3 recr	STAT1 blocker	PPARg SRC2 recr	bIAP inh	ROMK primary	TR-FRET SRC-2 ct	bIAP activator	PPARg SRC-1 ag	STAT3 act	TNAP act hi DEA	STAT3 inh
CCN1C(=O)/C(=C/c2ccc(N3CCCC3)cc2)NC1=S	3	-9	2	1	-0.55	1657	1	4	98	0.6	0
CCOC(=O)c1c(C)sc2c1N(C(=O)CN(CC)CC)c1ccccc1S2	-6	0	-7	6	-2	1494	0.9	0	103	1	0
Cc1cc2ncn(C(=O)N3CCCC3)c2cc1C	6	-2	10	12	-0.0046	1593	0.9	-1	96	1	8
O=C(CSc1nnc(Cc2ccccc2)o1)NCc1ccco1	-9	-9	-1	2	-0.32	1373	1	-4	89	1.1	16
CC(C)(C)Cc1nnc(NS(=O)(=O)c2ccccc2)s1	7	-3	8	5	0.088	1574	1	0	99	1	4
CC(=O)Nc1ccc(-c2csc(NCc3ccccc3)n2)cc1	-1	-27	-1	-6	0.058	1579	1.1	0	100	1.1	6
CN(Cc1cn(-c2ccccc2)nc1-c1ccc(F)cc1)C(=O)CCC(=O)O	3	11	1	8	0.063	1477	0.9	-7	99	1.1	-1
CCOc1ccccc1NC(=O)c1c(Br)cnn1C	8	-1	0	2	-0.32	1578	1	4	100	1	3
Cc1cc(C)n(C(=O)CN2C(=O)COc3ccccc32)n1	-2	5	5	-9	·	1506	1.1	3	100	1.1	7
O=C(Nc1ccc(-c2cn3ccsc3n2)cc1)C1CCCC1	-3	-25	6	5	·	1439	0.9	2	74	1.1	34
COC(=O)c1cccc(Oc2nc(N3CCOCC3)nc(N3CCOCC3)n2)c1	0	4	-4	·	·	1312	·	4	99	·	3
CC1CCN(S(=O)(=O)c2cccc(C(=O)N(Cc3ccccc3)c3ccccn3)c2)CC1	5	20	4	4	-4*	1626	1	6	93	1	13
Cc1nn2c(N3CCN(C4CCCC4)CC3)cc(C(C)(C)C)nc2c1-c1ccccc1	-1	-3	8	5	·	1541	1	2	98	1.1	4
O=C(CCS(=O)(=O)c1cccc2nonc12)NCCc1ccccc1Cl	-2	8	3	11	·	1541	0.9	7	94	1	13
CN(C(=O)COc1ccc(Br)cc1Cl)C1CCCCC1	0	-19	0	-3	-0.1	1621	1	0	111	1	-8
CCCCCCC(=O)N(O)C1CC(=O)N(c2ccccc2)C1=O (centres undefined)	-4	29	-5	4	0.98	1746	1	3	78	1	27
Cc1cccc(CC2S/C(=N/N=C/c3ccco3)N(c3ccccc3)C2=O)c1 (centres undefined)	-1	-2	7	2	0.31	1463	1	-6	100	1	-2
COc1ccc(S(=O)(=O)CCC(=O)NCCc2ccc(Cl)cc2)cc1	-1	3	6	-1	1.2	1648	1	0	97	1	3
O=S(=O)(/N=C(/Nc1ccc(Cl)c(S(=O)(=O)Nc2ccccc2Cl)c1)c1ccc(F)cc1)c1ccccc1	1	6	-1	6	0.16	1551	0.9	6	107	1	0
CN(C(=O)COC(=O)c1cc(-c2ccc(Cl)s2)nc2ccccc12)C1CCS(=O)(=O)C1 (centres undefined)	4	-4	3	4	-0.2	1512	1	2	96	1	13
COc1ccc(-n2c(SCC(=O)N3CCN(c4ccccc4)CC3)nc3c(c2=O)SCC3)cc1	14	27	5	4	·	1793	1	2	98	1.1	8
O=C(Nc1ncc(Cc2cccc(Cl)c2)s1)c1cccs1	2	-26	14	10	·	1785	0.9	9	92	1	12
N=c1nc(-c2ccccc2)ccn1O	-7	-3	-9	1	-0.46	1585	1	2	92	1	13
O=C(NCc1ccc2c(c1)OCO2)C1CC(c2ccc(Cl)c(Cl)c2)=NO1 (centres undefined)	1	-1	3	3	·	1574	1	0	101	1	3
CCCc1cc(=O)[nH]c(SCC(=O)NCCC2=CCCCC2)n1	1	7	11	10	-0.57	1678	0.9	4	100	1.1	4
Fc1ccc(Cn2cccc2C2=NC(c3ccccc3)CO2)cc1 (centres undefined)	3	-12	-1	16	0.23	1518	0.8	2	102	1	2
Cc1ccccc1Nc1c([N+](=O)[O-])ccc2c1=NC1(CCCCC1)N=2	7	-8	4	3	0.068	1457	1	5	111	0.9	-12
C#CCOCCOCCOCCNc1nc(N2CCN(C(=O)Cn3cc(CCO)nn3)CC2)nc(N2CCN(C(=O)[C@H]([C@@H](C)O)n3cc(CCCCN)nn3)CC2)n1	0	8	1	28	0.023	1471	0.7	-1	99	1.1	-2
Cc1cc(C)nc(-n2ncc3c2CCCC3=O)n1	3	7	0	1	2.5	1405	1	9	96	1	13
Cc1nnc(SCC(=O)NC2CCCCC2)s1	-2	-2	-5	6	-0.44	1421	0.9	-8	105	1	2
CCOC(=O)c1oc2cccc(O)c2c1C	1	-2	13	11	-0.83	1561	0.9	6	100	1	0
O=C(NCCN1CCOCC1)C1CC(=O)N(c2ccc(F)c(Cl)c2)C1 (centres undefined)	8	9	13	-4	-0.13	1610	1	0	98	1	6
O=C(COC(=O)c1ccc[nH]c1=O)NC1CCCCCCC1	3	-3	1	-4	-0.035	1551	1	6	99	1	3
COc1ccc(/C=C2\N=C3CCCCCN3C2=O)cc1	4	-8	13	5	-0.4	1772	1	17	97	1.1	6
C/C(=N\NC(=O)CNc1cccc2ccccc12)c1ccccc1	2	0	8	9	0.56	1684	0.9	4	99	1.1	7
COc1ccc2cc(C(=O)N/N=C/c3sc4ccccc4c3O)ccc2c1	5	-2	10	0	-2.8*	1506	1	2	99	0.8	0
CCOc1ccc(-c2nnn(CC(=O)N3CCCC(C)C3)n2)cc1 (centres undefined)	-5	-11	-10	6	-0.61	1451	0.9	0	103	1	-2
Cc1nc(N2CCc3ccccc3C2)[nH]c(=O)c1Cc1ccccc1	0	1	-5	-2	0.052	1529	1	4	88	1	18
CCCc1nnc(NC(=O)Cn2cnc3ccccc3c2=O)s1	-6	0	4	3	·	1409	1	-5	101	1.1	3
COc1ccc2c(C=O)c[nH]c2c1	1	0	-9	6	-0.46	1441	0.9	-3	97	1	4
Cc1ccc(NC(=O)C2=C(O)c3sccc3N(C)S2(=O)=O)cc1	-7	1	-8	13	·	1477	0.9	-4	105	1.1	0
Nc1ncc2c(n1)CC(c1ccco1)CC2=O (centres undefined)	-7	-12	1	5	0.023	1570	0.9	-4	99	1	5
C=CCn1cnc2c(NCc3ccccc3)ncnc21	-2	-18	1	-1	·	1690	1	2	106	1.1	-2
Cc1ccc(C(=O)N2CCN(c3ncccn3)CC2)o1	3	10	1	12	·	1730	0.9	9	87	1	19
Cc1ccc(C(c2nnnn2C(C)(C)C)N2CCN(C3CCCC3)CC2)cc1 (centres undefined)	-2	-2	0	-8	-5*	1621	1.1	9	99	1	3

A second format for part of the listing above.
Each structure is followed by: PPARg SRC3 recr	STAT1 blocker	PPARg SRC2 recr	bIAP inh	ROMK primary	TR-FRET SRC-2 ct	bIAP activator	PPARg SRC-1 ag	STAT3 act	TNAP act hi DEA	STAT3 inh
- COc1ccc2cc(C(=O)N/N=C/c3sc4ccccc4c3O)ccc2c1
→ 5	-2	10	0	-2.8*	1506	1	2	99	0.8	0
- CCOc1ccc(-c2nnn(CC(=O)N3CCCC(C)C3)n2)cc1 (centres undefined)
→ -5	-11	-10	6	-0.61	1451	0.9	0	103	1	-2

A stretch of the results above, as a working copy:
SMILES	PPARg SRC3 recr	STAT1 blocker	PPARg SRC2 recr	bIAP inh	ROMK primary	TR-FRET SRC-2 ct	bIAP activator	PPARg SRC-1 ag	STAT3 act	TNAP act hi DEA	STAT3 inh
CCOc1ccc(-c2nnn(CC(=O)N3CCCC(C)C3)n2)cc1 (centres undefined)	-5	-11	-10	6	-0.61	1451	0.9	0	103	1	-2
Cc1nc(N2CCc3ccccc3C2)[nH]c(=O)c1Cc1ccccc1	0	1	-5	-2	0.052	1529	1	4	88	1	18
CCCc1nnc(NC(=O)Cn2cnc3ccccc3c2=O)s1	-6	0	4	3	·	1409	1	-5	101	1.1	3
COc1ccc2c(C=O)c[nH]c2c1	1	0	-9	6	-0.46	1441	0.9	-3	97	1	4
Cc1ccc(NC(=O)C2=C(O)c3sccc3N(C)S2(=O)=O)cc1	-7	1	-8	13	·	1477	0.9	-4	105	1.1	0

Next records follow.
SMILES	PPARg SRC3 recr	STAT1 blocker	PPARg SRC2 recr	bIAP inh	ROMK primary	TR-FRET SRC-2 ct	bIAP activator	PPARg SRC-1 ag	STAT3 act	TNAP act hi DEA	STAT3 inh
CCOc1ccc(N2Cc3ccccc3C2)cc1	1	-45	5	7	-0.88	1390	0.9	5	96	1	7
O=Cc1cn(CC(=O)N2CCc3ccccc32)c2ccccc12	-2	2	2	-30	0.0061	1550	1.3	9	97	1	5
CCCNC(=O)COC(=O)c1ccccc1OCc1ccc(Cl)cc1	4	-3	-4	16	-0.23	1379	0.8	-3	103	1	-2
Cc1cccc2cc3c(N)c(C(=O)Nc4ccc(N5CCOCC5)cc4)sc3nc12	11	4	8	12	·	1499	0.9	3	88	0.9	25
Cc1cc(C)c2c(C)c(C(=O)NCc3ccc(S(N)(=O)=O)cc3)oc2c1	2	-3	-4	-2	0.071	1393	1	-4	97	1	7

Structures listed so far shown as hits in ROMK primary.
smiles | STAT1 blocker | bIAP inh | ROMK primary | bIAP activator | STAT3 act | TNAP act hi DEA
CC1CCN(S(=O)(=O)c2cccc(C(=O)N(Cc3ccccc3)c3ccccn3)c2)CC1 | 20 | 4 | -4* | 1 | 93 | 1
COc1ccc2cc(C(=O)N/N=C/c3sc4ccccc4c3O)ccc2c1 | -2 | 0 | -2.8* | 1 | 99 | 0.8
Cc1ccc(C(c2nnnn2C(C)(C)C)N2CCN(C3CCCC3)CC2)cc1 (centres undefined) | -2 | -8 | -5* | 1.1 | 99 | 1

Screening data: PubChem BioAssay, several laboratories
